Bioassay records deposited in PubChem BioAssay by National Center for Advancing Translational Sciences (NCATS).
S-ASM inh: human S-ASM enzyme inhibition; P17405; placental ASM, HMU-PC fluorogenic substrate, 60 min; Potency, µM (top dose mostly 57.5 µM), inactives show at the highest dose activity change, negative = inhibition, hits mostly inhibitors; 0.006% of 340,000 active; AID 504937; further: potency means the concentration at half of the fitted maximal effect
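Fluorescence read-out (Ex 386 nm, Em 447 nm) after stopping the reaction at pH 10. Enzyme: ASM from human placenta; substrate HMU-PC0, 9 uM final; 60 min, 37 °C. Compound preincubation 10 min, ambient temperature.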
p53 reactivator: restores transcriptional activity of mutant p53; AID 504706; 0.063% of 320,000 active; H1299 p53-A138V BP100-luciferase reporter, luminescence, 24 h; Potency, µM (top dose mostly 92.2 µM), for inactives: at the highest dose activity change, positive = activation, actives largely listed as activators; further: potency means the concentration at half of the fitted maximal effect; % of control where 0% means no effect; nearly all actives have a fitted effect of over 45% in size
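H1299 (p53-null), stable ts p53-A138V + BP100-Luc; 1000 cells/well, Opti-MEM/10% FBS; cpd 4 pt, 1:5; 24 h, 37 deg C, 5% CO2; detection reagent 10 min RT; luminescence.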
BRCA1 expr up: BRCA1 expression activation | MCF7-BRCA1-FFLuc reporter, luminescence, 48 h; response scale: scaled: vehicle 0%, 10 µM genistein 100% | Potency, µM (doses to about 46.1 µM), for the others: at the top dose activation, actives largely listed as activators | 1.1% of 380,000 active | AID 624202; further: potency means the concentration at half of the fitted maximal effect; nearly all actives have a fitted effect of over 80% in size; some results filed as inactive show a strong effect at the top dose
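First, MCF7-BRCA1-FFLuc cells (2000/well) attach for 2 h; next, compounds are pin-added and incubated 48 h at 37 °C; finally, luciferase reagent is added and luminescence read after 15 min.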
a7 integrin act: activators of alpha7 integrin expression for muscular dystrophy; 0.064% of 350,000 active; Potency, µM (top dose mostly 38.3 µM), without a hit: top-dose activation, actives largely listed as activators; AID 624291; alpha7betagal myoblasts, beta-gal FDG fluorescence, 48 h;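 further: potency means the concentration at half of the fitted maximal effect; 100% = response of the positive control SU9516; nearly all actives have a fitted effect of over 60% in size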
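Alpha7betagal+/- myoblasts (passage 13) were plated 16-24 hr, then exposed to compounds (1:260 dilution of DMSO stock) for 48 hours at 37C. After MPER lysis, β-galactosidase reporter activity was read as FDG fluorescence (ex 480/em 540) after 30 minutes.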
B2AR arrestin: beta2AR (human) beta-arrestin recruitment activity; beta-arrestin recruitment to beta2AR, cell-based reporter; Potency, µM (titrated, usually from 46.1 µM), inactives show at the highest dose activation, hits mostly activators; 0.02% of 330,000 active; AID 492947;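 further: potency means the concentration at half of the fitted maximal effect; 0% = DMSO controls and full agonism = EC100 isoproterenol or metaproterenol; nearly all actives have a fitted effect of over 65% in size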
TSG101-PTAP inh: blocks PTAP/TSG101 interaction to inhibit HIV-1 budding; Potency, µM (top dose mostly 115 µM), for the others: at the top dose activity change, negative = inhibition, most hits filed as inhibitors; AID 493005; 340,000 tested, under 10 active; Fluorescence polarization, FITC-PTAP peptide / Tsg101 binding; active means well fitted inhibition curve with a large enough effect in the main read-out, with a control signal flat, not every such curve was filed as active; inconclusive means small, poorly fitted or top-dose-only effect, or effect the other way, or a change in a side signal; inactive means no such curve, though single readings can be large or run the other way; further: potency means the concentration at half of the fitted maximal effect; % of control where 0% means no effect
Target sequence (Q99816 whole entry, looked up): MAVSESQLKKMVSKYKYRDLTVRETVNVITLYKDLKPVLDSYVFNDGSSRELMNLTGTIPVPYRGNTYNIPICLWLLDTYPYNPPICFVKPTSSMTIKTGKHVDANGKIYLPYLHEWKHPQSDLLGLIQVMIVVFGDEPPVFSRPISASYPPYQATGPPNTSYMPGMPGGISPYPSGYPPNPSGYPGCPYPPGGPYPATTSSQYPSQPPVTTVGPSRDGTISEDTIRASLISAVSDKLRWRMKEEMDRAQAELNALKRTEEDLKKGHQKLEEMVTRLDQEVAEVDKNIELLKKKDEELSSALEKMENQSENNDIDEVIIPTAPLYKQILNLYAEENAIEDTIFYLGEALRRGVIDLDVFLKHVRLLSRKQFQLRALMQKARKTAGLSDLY
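Fluorescence polarization binding of Tsg101 binding domain (10 uM final) to FITC-labeled PTAP peptide (50 nM final) in HEPES pH 7.5 buffer with NaCl, Tween 20, EDTA, TCEP. Compounds added before peptide; binding 20 min at RT.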
Eya2 inh: blocks the phosphatase activity of human Eya2; AID 488837; O00167; recombinant Eya2, OMFP fluorescence dephosphorylation (OMFP is methylfluorescein phosphate); 0.006% of 330,000 active; Potency, µM (titrated, usually from 76.9 µM), for inactives: at the highest dose activity, negative = inhibition, actives largely listed as inhibitors; further: potency means the concentration at half of the fitted maximal effect; on the % scale 0 is the no-effect control and ±100 the full control effect
Target sequence (O00167 whole entry, looked up): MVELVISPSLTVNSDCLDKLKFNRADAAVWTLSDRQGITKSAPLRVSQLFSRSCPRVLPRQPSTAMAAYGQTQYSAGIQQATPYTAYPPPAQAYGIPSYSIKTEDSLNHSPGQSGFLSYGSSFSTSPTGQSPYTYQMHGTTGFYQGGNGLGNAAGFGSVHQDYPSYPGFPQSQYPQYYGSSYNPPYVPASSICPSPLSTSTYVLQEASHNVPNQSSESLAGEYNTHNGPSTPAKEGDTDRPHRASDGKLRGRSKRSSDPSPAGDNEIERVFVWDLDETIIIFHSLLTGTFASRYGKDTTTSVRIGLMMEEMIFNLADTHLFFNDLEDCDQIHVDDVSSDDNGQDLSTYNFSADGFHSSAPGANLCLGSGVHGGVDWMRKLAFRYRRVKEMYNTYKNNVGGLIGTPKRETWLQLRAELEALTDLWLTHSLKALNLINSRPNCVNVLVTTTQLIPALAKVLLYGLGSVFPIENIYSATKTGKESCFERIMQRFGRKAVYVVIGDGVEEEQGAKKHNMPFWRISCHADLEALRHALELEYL
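Eya2 protein (added as 0.2 uM solution) was preincubated with compound for 10 min at ambient temperature in 50 mM HEPES pH 7.5, 50 mM NaCl, 5 uM MgCl2, 0.05% BSA, 1 mM DTT. OMFP (added at 50 uM) then reacted 10 min; fluorescence read at 485/525 nm.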
USP2a block: blocks human ubiquitin-specific protease USP2a. O75604. USP2 core, Ub-CHOP2 coupled fluorogenic reporter, 485/531. Potency, µM (doses to about 38.3 µM), for the others: at the highest dose activity change, negative = inhibition, actives largely listed as inhibitors. 0.01% of 330,000 active. AID 463254;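 further: potency means the concentration at half of the fitted maximal effect; plate controls were DMSO wells for no effect and full inhibition by NEM control for full effect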
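USP2 core (10nM final) preincubated 30min RT with compound in 20mM Tris-HCl pH 8.0, 2mM CaCl2, 2mM beta-mercaptoethanol, 0.05% CHAPS; 25nM Ub-CHOP2 plus 25nM reporter substrate added, fluorescence (Ex485/Em531) read after 60min.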
ELG1 genotox: induces genotoxicity in HEK293T cells with luciferase-tagged ELG1; HEK293T ELG1-luciferase reporter, luminescence, 16 h; Potency, µM (series often up to 46 µM), for the others: top-dose activity change, positive = activation, most hits filed as activators; 1.3% of 330,000 active; AID 504466; further: potency means the concentration at half of the fitted maximal effect; % of control where 0% means no effect; nearly all actives have a fitted effect of over 60% in size
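Quantitative HTS format in 1536-well plates. HEK293T ELG1-luciferase reporter cells receive test compound and are incubated 16 hr at 37 °C, 5% CO2; ONE-Glo added, 30 min room temperature, then luminescence read.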
uPA generation: blocks generation of uPA at the cell surface; cell surface uPA generation assay, qHTS; 0.31% of 330,000 active; Potency, µM (titrated, usually from 38.3 µM), without a hit: at the highest dose activity change, negative = inhibition, usual class: inhibitors; AID 540303; active means well fitted inhibition curve with a large enough effect; inconclusive means small, poorly fitted or top-dose-only effect; inactive means no such curve, though single readings can be large or run the other way; tested in mouse RAW 264.7 cells; further: potency means the concentration at half of the fitted maximal effect; on the % scale 0 is the no-effect control and ±100 the full control effect; nearly all actives have a fitted effect of over 55% in size
TRPV1 ag: activates the human vanilloid receptor TRPV1; Q8NER1; TRPV1-expressing cells, Fluo-8 calcium influx, agonist mode; activation, % at 8.33 µM; 0.19% of 320,000 active; in the data active means activation above about 80%; inconclusive means between about 30% and that limit; further: 0% is about no effect
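Cells expressing TRPV1 were dye-loaded with Fluo-8 and read kinetically: 10 s baseline, 3 min after compound (agonist portion), then 2 min after EC20 capsaicin (allosteric enhancer portion). Calcium-bound dye fluorescence at 480/520 nm.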
* = called active by the depositor; ? = inconclusive; / = no result given; [ ] = another dose, or the depositor's remark. Unless noted, the call rests on the fitted dose curve; in most records, active means well fitted curve in the direction sought with a large enough effect; inconclusive means small, poorly fitted or top-dose-only effect, or another doubt; inactive means no such curve, though single readings can be large; an effect the other way counts as inactive or inconclusive.

SMILES | S-ASM inh | p53 reactivator | BRCA1 expr up | a7 integrin act | B2AR arrestin | TSG101-PTAP inh | Eya2 inh | USP2a block | ELG1 genotox | uPA generation | TRPV1 ag
CC(C)Oc1c(Cl)cc(CNC(C)(C)CO)cc1Cl | -2% | -1% | -2% | -11% | -0.2% | -6% | ? | -2% | -1% | 5% | 9
O=C(/C=C/Nc1ccc(Oc2ccccc2)cc1)c1ccco1 | 18% | 16% | ? | 17% | -0.4% | -1% | -10% | 2% | ? | -9% | ?
CCC(=O)Nc1ccccc1C(=O)C(=O)Nc1ccccc1 | -2% | 17% | 2% | 11% | -0.3% | -1% | 11% | 0% | 8% | 19% | 5
Cc1cc(=O)n2[nH]nnc2n1 | 6% | 6% | -3% | 15% | -0.8% | -6% | -12% | -3% | 0% | 8% | -1
CS(=O)(=O)c1ccc2nc(NC(=O)c3ccc(Cn4cc(Br)cn4)o3)sc2c1 | -1% | 5% | 23% | 4% | -0.7% | 1% | -7% | 3% | -3% | -26% | 22
Cc1ccc(CNC(=O)COC(=O)Cc2ccc(-c3ccccc3)cc2)cc1 | -5% | -1% | -19% | -18% | 0.2% | -2% | 5% | 5% | 0% | 3% | 10
Cc1oc(-c2ccccc2)cc1C(N)=O | 2% | 1% | 12% | 7% | 0.1% | -2% | 9% | 4% | 9% | -2% | 6
Cc1noc(C)c1S(=O)(=O)N1CCC(C(=O)O)CC1 | 1% | 3% | 5% | 34% | 0.1% | 0% | 20% | 0% | 2% | 13% | -2
Cc1sc2nc(C3CC3)nc(SCC(=O)N3CC(=O)Nc4ccccc43)c2c1C | -21% | -3% | -48% | 8% | 0.1% | -2% | 4% | 2% | -6% | 6% | /
O=C1C(=O)N(CCN2CCOCC2)C(c2ccc([N+](=O)[O-])cc2)/C1=C(/O)c1ccc2c(c1)OCO2 (configuration not stated) | -2% | 28% | 7% | -17% | 0.2% | 0% | 7% | 0% | -1% | -1% | 12
Cc1cccc(NC(=O)CSCc2cc(=O)n3nc(C4CC4)sc3n2)c1 | 3% | -4% | 10% | 8% | -0.2% | -4% | -3% | -1% | 6% | 6% | 1
CC(=O)c1ccc(OCC(O)CN2CCC(C)CC2)cc1 (configuration not stated) | -4% | 5% | -6% | 37% | -0.7% | -2% | 10% | -2% | 1% | -3% | /
Cc1ccccc1C(=O)N1CCN(c2nc(N3CCOCC3)nc(N3CCOCC3)n2)CC1 | 0% | 8% | -26% | 9% | 0.0% | -1% | 20% | 2% | -3% | -4% | 0
Cc1nc(N2CCC(C)CC2)c2c(C)c(C(=O)Nc3ccc4c(c3)OCCO4)sc2n1 | 0% | 13% | -37% | 23% | -0.2% | 0% | -1% | -1% | -7% | ? | -3
CCOc1ncccc1C(=O)N1CCN(S(=O)(=O)c2ccccc2)CC1 | 4% | -1% | 12% | -37% | -0.1% | 0% | 0% | -17% | -3% | -14% | 1
C/C(CC(=O)N1CCN(C=O)CC1)=N\NC(=O)c1ccc([N+](=O)[O-])cc1 | -4% | 6% | -13% | 3% | 0.2% | -3% | -2% | 1% | 6% | 11% | -3
COc1ccc(OC)c(-n2c(SCC(=O)NCC3CCCO3)nc3ccccc3c2=O)c1 (configuration not stated) | 5% | -7% | -2% | 3% | -1.4% | -1% | -8% | 1% | 1% | 0% | /
O=C(Nc1ccc(N2CCN(C(=O)c3ccco3)CC2)cc1)c1cccnc1Cl | 2% | 0% | 0% | ? | -1.0% | 3% | 4% | 2% | 3% | -10% | -2
Oc1ccc(Nc2ccnc3cc(Cl)ccc23)cc1 | -2% | 6% | -3% | -8% | 0.5% | -2% | ? | 0% | 16% | -12% | ?
Cc1cccc(-c2cccc(NC(=O)C3CCCN(C(=O)c4csc(C)n4)C3)c2)c1 (configuration not stated) | -9% | 15% | 42% | 0% | -0.3% | -8% | 2% | -5% | -4% | ? | 17
Cc1cccc(C)c1NC(=S)N1CCCN(C)CC1 | 4% | -2% | -1% | -9% | 0.0% | 1% | -4% | 0% | 4% | -2% | -1
COC(=O)Cc1c(CSc2ccccc2)oc2ccc(O)c(CN(C)C)c12 | -3% | -5% | -16% | -9% | 5.7% | -1% | -6% | 1% | -5% | -3% | 10
COc1ccc([N+](=O)[O-])cc1-c1[nH]c(-c2ccc(C(=O)O)cc2)nc1-c1ccccc1 | -4% | / | -22% | 33% | -0.6% | -11% | 0% | 1% | -1% | 12% | 2
CC(NS(=O)(=O)c1ccc2ccccc2c1)c1ccccn1 (configuration not stated) | -4% | -4% | 12% | 3% | -1.2% | 6% | -4% | 0% | 0% | 12% | /
Cc1ccc(N(CC(=O)NCCSCc2ccco2)S(C)(=O)=O)cc1 | 0% | -1% | 10% | 2% | 2.7% | -4% | -15% | 0% | -2% | 4% | -4
Nc1nc2c(s1)CCc1ccccc1-2 | 0% | 2% | 55% | 20% | -0.8% | 0% | -5% | -1% | 12% | -11% | -5
O=C(N/N=C/c1coc2ccccc2c1=O)c1ccncc1 | -1% | 0% | 35% | 17% | -1.0% | -3% | 5% | 2% | -12% | 2% | 0
COc1ccc(NC(=O)CCC(=O)N(Cc2ccc(OC)c(OC)c2)c2nccs2)cc1 | -1% | 2% | 14% | -10% | -0.2% | -3% | -4% | 3% | 0% | -9% | 27
O=C(C1CCN(c2nnc(-n3cccc3)s2)CC1)N1CCN(Cc2ccc3c(c2)OCO3)CC1 | 0% | -1% | -3% | 3% | 0.2% | -1% | 4% | 1% | -1% | -10% | 2
c1ccc(-c2c[nH]c3[n+]2CCCCC3)cc1 | -1% | 0% | -12% | 2% | 0.2% | -3% | 9% | -1% | -1% | 1% | ?
CCSc1nnc(NC(=O)CSc2nccn2-c2cccc(C)c2)s1 | -5% | -1% | -17% | -4% | -0.4% | -4% | -7% | 1% | 1% | 1% | 2
NNC(=O)CN(CCc1ccccc1)S(=O)(=O)c1ccc(Cl)cc1 | -2% | -1% | -2% | 14% | -0.1% | -1% | -8% | 2% | -2% | 3% | -1
CCn1c(-c2ccc(C(C)(C)C)cc2)n[nH]c1=S | 3% | ? | -2% | -9% | -1.4% | -8% | 1% | 1% | -5% | -1% | ?
COc1cccc(NC(=S)NC(=O)/C=C/c2ccco2)c1 | -4% | ? | -32% | -25% | 0.6% | -2% | 3% | 1% | ? | -9% | 13
COc1ccc(NS(=O)(=O)c2cccc(C(=O)NN=Cc3ccc(OC)c(O)c3)c2)cc1 | -3% | -7% | -35% | 10% | 0.0% | -2% | -21% | 2% | 8% | -4% | /
COC(=O)C1=C(C(=O)OC)[C@@H]2N(Cc3ccccc3)c3ccccc3[C@@]23C[C@@H](C(=O)OC)N=C3N1 | -4% | 4% | 21% | 16% | -0.3% | / | 5% | -4% | 7% | 7% | 10
Cc1cc(C)cc(NC(=O)Cn2ncn3c(cc4ccccc43)c2=O)c1 | -5% | 11% | 6% | 0% | 0.0% | 1% | 8% | 5% | 6% | 4% | 22
CCc1ccc(NC(=O)CSc2nc3n[nH]c(C)c3c(=N)n2-c2cccc(OC)c2)cc1 | ? | 0% | -53% | -51%[inhibitor] | -0.3% | -1% | -6% | -9% | 3% | / | -3
COc1ccc(Br)cc1/C=N/Nc1cccc(C(=O)O)c1 | -2% | ? | ? | 1% | -0.2% | -3% | 1% | 1% | ? | -3% | 1
C=CCOc1c(CCC)cc(CCC)cc1C(N)=O | 1% | -3% | -6% | -16% | -0.3% | -6% | 14% | 3% | 0% | 3% | 14
O=C(CCNS(=O)(=O)c1cccc2nonc12)NC1CCCCCC1 | 2% | 0% | -8% | 3% | -0.2% | -3% | 1% | -1% | 1% | 5% | 0

Three neighbouring compounds from above, for reference:
SMILES | S-ASM inh | p53 reactivator | BRCA1 expr up | a7 integrin act | B2AR arrestin | TSG101-PTAP inh | Eya2 inh | USP2a block | ELG1 genotox | uPA generation | TRPV1 ag
Cc1cc(C)cc(NC(=O)Cn2ncn3c(cc4ccccc43)c2=O)c1 | -5% | 11% | 6% | 0% | 0.0% | 1% | 8% | 5% | 6% | 4% | 22
CCc1ccc(NC(=O)CSc2nc3n[nH]c(C)c3c(=N)n2-c2cccc(OC)c2)cc1 | ? | 0% | -53% | -51%[inhibitor] | -0.3% | -1% | -6% | -9% | 3% | / | -3
COc1ccc(Br)cc1/C=N/Nc1cccc(C(=O)O)c1 | -2% | ? | ? | 1% | -0.2% | -3% | 1% | 1% | ? | -3% | 1
